Assay outcomes (PubChem BioAssay)
procasp7 counter – activates human procaspase-7, counter-screen for procaspase-3 activators | P55210 | recombinant procaspase-7, Ac-DEVD-pNA absorbance 405 nm; D23A/D198A/D206A triple mutant, cannot self-cleave; scale: DMSO 0, 5 µM enzyme 100 | activation, % at 8.5 µM | actives 0.093% (n = 330,000) | AID 463210;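 active = percent activation above the screen-wide mean plus 3 SD, cut at about 25% in these data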
Target sequence (P55210 whole entry D23A/D198A/D206A): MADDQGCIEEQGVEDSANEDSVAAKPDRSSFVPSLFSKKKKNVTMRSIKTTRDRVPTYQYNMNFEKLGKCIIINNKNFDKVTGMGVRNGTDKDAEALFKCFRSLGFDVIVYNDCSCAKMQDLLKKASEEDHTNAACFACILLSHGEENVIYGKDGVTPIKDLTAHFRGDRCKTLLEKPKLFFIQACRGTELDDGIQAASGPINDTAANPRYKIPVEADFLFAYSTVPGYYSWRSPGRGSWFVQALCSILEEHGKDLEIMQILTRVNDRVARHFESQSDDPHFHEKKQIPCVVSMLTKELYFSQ
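Test system: Procaspase-7 triple mutant (PC-7 D3A). Also added: Ac-DEVD-pNA substrate, 400 µM as added. Schedule: 1 h enzyme–compound preincubation and 2 h substrate reaction, both 25 °C. Signal: p-Nitroaniline absorbance at 405 nm, read at 0 and 120 min. Control set: low DMSO alone, high DMSO plus 5 µM PC-7.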
procasp3 activ – activates human procaspase-3; recombinant procaspase-3 D3A, Ac-DEVD-pNA absorbance 405 nm; activation, % at 8.5 µM; actives 0.11% (n = 330,000);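 active = activation above the mean of all tested compounds plus 3 SD, cut at about 21% in these data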;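 also: 0% = DMSO alone and 100% = DMSO wells spiked with extra 5 µM PC-3 D3A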
Target sequence (P42574 whole entry D9A/D28A/D175A): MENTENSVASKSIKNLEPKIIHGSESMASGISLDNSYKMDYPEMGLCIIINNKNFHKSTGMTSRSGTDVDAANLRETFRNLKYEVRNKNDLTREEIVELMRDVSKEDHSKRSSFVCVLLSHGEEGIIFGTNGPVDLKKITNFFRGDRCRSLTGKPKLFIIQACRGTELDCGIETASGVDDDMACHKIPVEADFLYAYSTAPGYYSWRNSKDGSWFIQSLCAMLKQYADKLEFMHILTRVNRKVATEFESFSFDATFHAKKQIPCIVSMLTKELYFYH
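assay system = Procaspase-3 D3A mutant | signal = absorbance at 405 nm, 0 and 120 min | times = 1 h preincubation plus 2 h reaction at 25 °C | repeats = single replicate | read-out = % activation between DMSO and enzyme-spiked controls | medium = Zinc-free HEPES saline buffer with Triton X-100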
CTSL1 counter – blocks F. hepatica cathepsin L1 in PFM18AAP counter-screen. recombinant F. hepatica cathepsin L1, Z-Leu-Arg-MCA fluorescence. AID 1906. actives 0.49% (n = 300,000). inhibition, % at 5.96 µM;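 active = inhibition above the mean of all tested compounds plus 3 SD, set per screening campaign, cut at about 17% in these data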;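 also: 0% = plate median of test compound wells and 100% = 1 µM Z-Phe-Ala-diazomethylketone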
AHR act – activates the human aryl hydrocarbon receptor; P35869; AHR-responsive luciferase reporter cells, luminescence; activation, % at 5 µM; actives 2.5% (n = 320,000); in the data active = activation above about 47%;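 also: 0% = vehicle wells and 100% = reference agonist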
PP5 primary – PP5 (human) phosphatase inhibition | inhibition, % at 6.7 µM | P53041 | actives 0.18% (n = 320,000) | purified PP5c, OMFP substrate fluorescence;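 active = inhibition above the campaign's mean inhibition across all tested compounds plus 3 SD, cut at about 9.5% in these data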;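 also: 0% = DMSO only and 100% = 100 µM cantharidin control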
Target sequence (P53041 whole entry, looked up): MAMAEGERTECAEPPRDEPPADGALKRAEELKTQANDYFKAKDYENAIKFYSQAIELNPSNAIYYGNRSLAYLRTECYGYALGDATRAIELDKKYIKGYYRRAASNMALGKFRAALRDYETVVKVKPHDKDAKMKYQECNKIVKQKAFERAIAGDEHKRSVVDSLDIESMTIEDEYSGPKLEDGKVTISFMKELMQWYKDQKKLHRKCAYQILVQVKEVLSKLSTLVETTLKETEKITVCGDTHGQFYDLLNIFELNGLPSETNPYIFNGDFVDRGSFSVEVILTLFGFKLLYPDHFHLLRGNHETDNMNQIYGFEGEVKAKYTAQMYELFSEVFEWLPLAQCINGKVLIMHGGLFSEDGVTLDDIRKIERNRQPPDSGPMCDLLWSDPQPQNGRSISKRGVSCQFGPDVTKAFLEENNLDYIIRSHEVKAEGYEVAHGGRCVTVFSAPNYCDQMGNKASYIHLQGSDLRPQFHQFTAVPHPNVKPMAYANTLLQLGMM
PAFAH2 inh – PAFAH2 (human) inhibition. Q99487. actives 0.99% (n = 340,000). inhibition, % at 3.39 µM. AID 492956. recombinant PAFAH2, FP-rhodamine activity probe, fluorescence polarization;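 active = inhibition above the mean over all tested compounds plus 3 SD, cut at about 30% in these data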;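 also: inhibitors block probe labeling of enzyme so polarization drops; 0% = enzyme with DMSO and 100% = wells lacking PAFAH2 protein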
PP1 inh – PP1-alpha (human) inhibition in PP5 counter-screen; actives 0.9% (n = 320,000); AID 2235; inhibition, % at 6.7 µM; purified PP1alpha, OMFP fluorescence; P62136;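 active = inhibition above the mean inhibition of all tested compounds plus 3 SD, computed separately for each screening campaign, cut at about 15% in these data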
TPT1 inh – blocks Candida albicans tRNA 2'-phosphotransferase; recombinant caTPT1, FP RNA substrate dephosphorylation; inhibition, % at 5 µM; actives 0.81% (n = 300,000);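 active = inhibition above the mean of all tested compounds plus 3 SD, set per screening campaign, cut at about 24% in these data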;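 also: plate controls were DMSO alone for no effect and ferristatin control at 100 nM for full effect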
HCV core dimer – HCV core protein dimerization inhibition. actives 0.33% (n = 300,000). inhibition, % at 5 µM. TR-FRET GST/Flag-core106 dimerization, 1536-well;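 active = inhibition above the mean of all tested compounds plus 3 SD, set per screening campaign, cut at about 45% in these data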
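Assay system: Tagged HCV core106 pair (GST and Flag) | Buffer or medium: KF-containing HEPES buffer, pH 7.45, DTT, CHAPS, BSA | Also added: Eu donor and XL665 acceptor anti-tag antibodies | Dosing: One concentration, 5 µM, in 0.5% DMSO | Timing: 4 h at 22.5 °C | Technique: TR-FRET 671 and 617 nm emission | Repeats: Singlicate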
Numbers without * were called inactive.

Screening O=C(CSCc1ccccc1Br)Nc1ccccc1 returned procasp7 counter -11, procasp3 activ 0, CTSL1 counter 1, AHR act 0, PP5 primary 3.4, PAFAH2 inh -9, PP1 inh -1, TPT1 inh -1 and HCV core dimer -4.
For Cn1nc(-c2ccc(OCC(N)=O)cc2)c2ccccc2c1=O the results were procasp7 counter 5, procasp3 activ 10, CTSL1 counter -1, AHR act 0, PP5 primary 0.8, PAFAH2 inh -6, PP1 inh 1, TPT1 inh -2 and HCV core dimer 0.
Cc1nc2c(o1)CCc1ccccc1C2O (stereo unspecified) was read as procasp7 counter -5, procasp3 activ -3, CTSL1 counter -3, AHR act 4, PP5 primary 5.0, PAFAH2 inh 12, PP1 inh -5, TPT1 inh 3 and HCV core dimer -1.
Screening Cc1nccc(-c2ccc3c(c2)OCO3)n1 returned procasp7 counter 3, procasp3 activ 0, CTSL1 counter 10, AHR act 58*, PP5 primary -0.1, PAFAH2 inh 7, PP1 inh 2, TPT1 inh -7 and HCV core dimer 2.
Screening O=S(=O)(Nc1nc2ccccc2nc1OCC(F)(F)F)c1cccs1 returned procasp7 counter 2, procasp3 activ 5, CTSL1 counter 3, AHR act 1, PP5 primary 0.7, PAFAH2 inh 0, PP1 inh 1, TPT1 inh -3 and HCV core dimer 2.
Screening CC(C)N(Cc1nc(-c2ccccc2)no1)C(=O)COc1ccccc1 returned procasp7 counter -6, procasp3 activ -8, CTSL1 counter 0, AHR act 3, PP5 primary 0.7, PAFAH2 inh 5, PP1 inh 0, TPT1 inh -2 and HCV core dimer 14.
For O=c1c(NCCc2ccc(Cl)cc2)c(-c2ccccc2)c1=O the results were procasp7 counter 10, procasp3 activ 1, CTSL1 counter -3, AHR act 0, PP5 primary 1.1, PAFAH2 inh 1, PP1 inh -2, TPT1 inh 17 and HCV core dimer 18.
Screening COc1cccc(C(c2nnnn2CS(=O)(=O)c2ccc(C)cc2)N2CCN(C)CC2)c1OC (stereo unspecified) returned procasp7 counter 3, procasp3 activ -1, CTSL1 counter 1, AHR act -1, PP5 primary -0.8, PAFAH2 inh -5, PP1 inh -2, TPT1 inh -2 and HCV core dimer 0.
Screening C=C(C)CNC(=S)Nc1ccc(S(=O)(=O)Nc2cnc3ccccc3n2)cc1 returned procasp7 counter -2, procasp3 activ -4, CTSL1 counter 7, AHR act 0, PP5 primary -0.2, PAFAH2 inh -1, PP1 inh -2, TPT1 inh -2 and HCV core dimer 1.
Screening CCCc1nnc(SCC(=O)N2CCCCC2)n1CC1CCCO1 (stereo unspecified) returned procasp7 counter -3, procasp3 activ 7, CTSL1 counter 1, AHR act 1, PP5 primary 0.0, PAFAH2 inh 2, PP1 inh 0, TPT1 inh -4 and HCV core dimer -5.
For COC(=O)C1=C(C)NC(C)=C(C(=O)OC)C1c1ccc(-c2cccc([N+](=O)[O-])c2)o1 the results were procasp7 counter 1, procasp3 activ 2, CTSL1 counter -3, AHR act 3, PP5 primary 2.6, PAFAH2 inh -4, PP1 inh -1, TPT1 inh 1 and HCV core dimer 2.
For O=C1CC(C(F)(F)C(F)(F)C(F)(F)C(F)F)=Nc2ccccc2N1 the results were procasp7 counter -2, procasp3 activ -1, CTSL1 counter -1, AHR act 1, PP5 primary 4.0, PAFAH2 inh 5, PP1 inh 0, TPT1 inh 75* and HCV core dimer 0.
Screening Cc1cc(NC(=O)CCN2C(=O)/C(=C/c3ccccc3F)SC2=S)no1 returned procasp7 counter -1, procasp3 activ -10, CTSL1 counter 2, AHR act 0, PP5 primary -0.4, PP1 inh -2, TPT1 inh 5 and HCV core dimer 3.
`CCN(CC)C(=O)CSCc1cnn(-c2ccccc2)c1-n1cccc1` gave procasp7 counter 14, procasp3 activ 7, CTSL1 counter 0, AHR act -2, PP5 primary 0.6, PAFAH2 inh 0, PP1 inh 3, TPT1 inh -1 and HCV core dimer -7.
Cc1nc2ccccn2c1C(=O)NCc1cccnc1 was read as procasp7 counter -10, procasp3 activ 6, CTSL1 counter -1, AHR act 3, PP5 primary -0.3, PAFAH2 inh 3, PP1 inh -4, TPT1 inh -1 and HCV core dimer -10.
COc1cccc(Nc2nnc(SCC(=O)Nc3sccc3C(N)=O)s2)c1 was read as procasp7 counter 6, procasp3 activ 1, CTSL1 counter 7, AHR act 24, PP5 primary 1.1, PAFAH2 inh 4, PP1 inh 6, TPT1 inh 9 and HCV core dimer 5.
Screening OC(COCc1ccc(Cl)cc1)CN1CCc2ccccc2C1 (stereo unspecified) returned procasp7 counter -5, procasp3 activ -2, CTSL1 counter 4, AHR act 0, PP5 primary 0.5, PAFAH2 inh -1, PP1 inh 2, TPT1 inh -3 and HCV core dimer -5.
For COc1ccc(CCNC(=O)COC(=O)c2cccs2)cc1OC the results were procasp7 counter 3, procasp3 activ -1, CTSL1 counter -4, AHR act 0, PP5 primary 2.0, PAFAH2 inh -1, PP1 inh 3, TPT1 inh 0 and HCV core dimer -38.
For COc1ccc(C(CC(=O)Nc2ncccc2C)N2Cc3ccccc3C2=O)cc1 (stereo unspecified) the results were procasp7 counter -3, procasp3 activ -6, CTSL1 counter 2, AHR act 3, PP5 primary 1.8, PAFAH2 inh 2, PP1 inh 6, TPT1 inh -3 and HCV core dimer -10.
Cc1noc(C)c1C(=O)NCCc1c(C)[nH]c2ccccc12 was read as procasp7 counter -10, procasp3 activ 3, CTSL1 counter 5, AHR act 12, PP5 primary 2.9, PAFAH2 inh -3, PP1 inh -2, TPT1 inh -1 and HCV core dimer -9.
NC(=O)[C@@H]1CCCN1Cc1nc(-c2cccs2)no1 was read as procasp7 counter 4, procasp3 activ 6, CTSL1 counter -3, AHR act 1, PP5 primary -2.8, PAFAH2 inh 1, PP1 inh -7, TPT1 inh 0 and HCV core dimer -2.
For O=C(O)c1ccc(CN(Cc2ccccc2)S(=O)(=O)c2ccc(Cl)cc2)cc1 the results were procasp7 counter -7, procasp3 activ -5, CTSL1 counter 5, AHR act -2, PP5 primary -1.8, PAFAH2 inh 3, PP1 inh 1, TPT1 inh 2 and HCV core dimer 14.
For O=C(CNCCC1=CCCCC1)Nc1ccc(N2CCCCCC2)cc1 the results were procasp7 counter 6, procasp3 activ 0, CTSL1 counter 1, AHR act 20, PP5 primary 5.3, PAFAH2 inh 11, PP1 inh 8, TPT1 inh 0 and HCV core dimer -17.
`Cc1cc(C(=O)OCC(=O)Nc2c(Cl)cccc2C(F)(F)F)c(C)o1` gave procasp7 counter 11, procasp3 activ -6, CTSL1 counter 0, AHR act 1, PP5 primary -1.4, PAFAH2 inh 22, PP1 inh 5, TPT1 inh -1 and HCV core dimer 1.

Sorted by molecular weight (ascending): part of the list above
Screening Cc1nccc(-c2ccc3c(c2)OCO3)n1 returned procasp7 counter 3, procasp3 activ 0, CTSL1 counter 10, AHR act 58*, PP5 primary -0.1, PAFAH2 inh 7, PP1 inh 2, TPT1 inh -7 and HCV core dimer 2.
Cc1nc2ccccn2c1C(=O)NCc1cccnc1 was read as procasp7 counter -10, procasp3 activ 6, CTSL1 counter -1, AHR act 3, PP5 primary -0.3, PAFAH2 inh 3, PP1 inh -4, TPT1 inh -1 and HCV core dimer -10.
Screening O=C(CSCc1ccccc1Br)Nc1ccccc1 returned procasp7 counter -11, procasp3 activ 0, CTSL1 counter 1, AHR act 0, PP5 primary 3.4, PAFAH2 inh -9, PP1 inh -1, TPT1 inh -1 and HCV core dimer -4.
`Cc1cc(C(=O)OCC(=O)Nc2c(Cl)cccc2C(F)(F)F)c(C)o1` gave procasp7 counter 11, procasp3 activ -6, CTSL1 counter 0, AHR act 1, PP5 primary -1.4, PAFAH2 inh 22, PP1 inh 5, TPT1 inh -1 and HCV core dimer 1.

The list continues:
`Cc1c(CC(=O)N2CCN(C(=O)C3COc4ccccc4O3)CC2)c(=O)oc2c(O)c(O)ccc12` (stereo unspecified) gave procasp7 counter -27, procasp3 activ -20, CTSL1 counter 2, AHR act 1, PP5 primary -0.3, PAFAH2 inh 25, PP1 inh 4, TPT1 inh 51* and HCV core dimer 7.
Cc1[nH]c(C)c(S(=O)(=O)N2CCN(c3cccc(C(F)(F)F)c3)CC2)c1C(=O)N1CCCC1 was read as procasp7 counter 9, procasp3 activ 3, CTSL1 counter 2, AHR act 21, PP5 primary 0.2, PAFAH2 inh -1, PP1 inh -3, TPT1 inh -2 and HCV core dimer 0.
`Cc1nc2oc3ccc(Cl)cc3c(=O)c2cc1C(=O)O` gave procasp7 counter 5, procasp3 activ 6, CTSL1 counter 2, AHR act 3, PP5 primary -1.0, PAFAH2 inh -2, PP1 inh -2, TPT1 inh 12 and HCV core dimer 6.
Screening CC(=O)Nc1ccccc1Nc1nc(NCCO)nc(N2CCCC2)n1 returned procasp7 counter 11, procasp3 activ 0, CTSL1 counter -2, AHR act 6, PP5 primary 0.9, PAFAH2 inh 8, PP1 inh 0, TPT1 inh -1 and HCV core dimer 7.
Screening Cc1ccc(NC2CCCN(C(=O)c3cnc4ccccn4c3=O)C2)cc1C (stereo unspecified) returned procasp7 counter -7, procasp3 activ -6, CTSL1 counter 2, AHR act 14, PP5 primary -2.7, PAFAH2 inh 6, PP1 inh 0, TPT1 inh 1 and HCV core dimer -13.
`NS(=O)(=O)c1ccc(CCNC(=O)CN2CCN(c3ccccc3O)CC2)cc1` gave procasp7 counter 3, procasp3 activ 2, CTSL1 counter 0, AHR act 2, PP5 primary -0.8, PAFAH2 inh -1, PP1 inh -1, TPT1 inh -8 and HCV core dimer 2.
Screening Cc1nnc2sc(-c3cccc(F)c3)nn2c1=O returned procasp7 counter 10, procasp3 activ -1, CTSL1 counter 2, AHR act 6, PP5 primary 0.6, PAFAH2 inh 1, PP1 inh 1, TPT1 inh 3 and HCV core dimer 20.
`O=C(NOC(=O)c1ccccc1)c1ccccc1` gave procasp7 counter 5, procasp3 activ -5, CTSL1 counter -4, AHR act 3, PP5 primary 0.8, PAFAH2 inh 6, PP1 inh -1, TPT1 inh 3 and HCV core dimer 1.
CN(C)c1cccc(C(=O)OCCNC(=O)c2cccc(S(=O)(=O)N3CCOCC3)c2)c1 was read as procasp7 counter -12, procasp3 activ 1, CTSL1 counter 1, AHR act 1, PP5 primary 1.9, PAFAH2 inh 3, PP1 inh -9, TPT1 inh 3 and HCV core dimer 2.
`O=C(O)c1ccc2nc3c(nc2c1)-c1ccccc1C3=O` gave procasp7 counter -4, procasp3 activ -1, CTSL1 counter 3, AHR act 0, PP5 primary -0.3, PAFAH2 inh 6, PP1 inh -2, TPT1 inh -7 and HCV core dimer 6.
CCNC(=O)NC(=O)COC(=O)c1cccc(S(=O)(=O)N2CC3(C)CC2CC(C)(C)C3)c1 (stereo unspecified) was read as procasp7 counter 9, procasp3 activ 3, CTSL1 counter 0, AHR act 1, PP5 primary 5.8, PAFAH2 inh 0, PP1 inh 4, TPT1 inh -6 and HCV core dimer 0.
Screening O=C(Cn1c(NCCO)nc2ccccc21)Nc1cccc(S(=O)(=O)N2CCCC2)c1 returned procasp7 counter -5, procasp3 activ 1, AHR act 0 and PAFAH2 inh -13.
